# B2AR arrestin: beta2AR (human) beta-arrestin recruitment activity; 330,000 compounds, 0.02% hits; AID 492947; beta-arrestin recruitment to beta2AR, cell-based reporter; Potency, µM (series often up to 46.1 µM), for the others: at the top dose activation, hits mostly activators; P07550;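 also: potency is read from the fitted curve at half-maximal effect; 0% = DMSO controls and full agonism = EC100 isoproterenol or metaproterenol; nearly all actives have a fitted effect of over 65% in size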
# Target sequence (P07550 whole entry, looked up): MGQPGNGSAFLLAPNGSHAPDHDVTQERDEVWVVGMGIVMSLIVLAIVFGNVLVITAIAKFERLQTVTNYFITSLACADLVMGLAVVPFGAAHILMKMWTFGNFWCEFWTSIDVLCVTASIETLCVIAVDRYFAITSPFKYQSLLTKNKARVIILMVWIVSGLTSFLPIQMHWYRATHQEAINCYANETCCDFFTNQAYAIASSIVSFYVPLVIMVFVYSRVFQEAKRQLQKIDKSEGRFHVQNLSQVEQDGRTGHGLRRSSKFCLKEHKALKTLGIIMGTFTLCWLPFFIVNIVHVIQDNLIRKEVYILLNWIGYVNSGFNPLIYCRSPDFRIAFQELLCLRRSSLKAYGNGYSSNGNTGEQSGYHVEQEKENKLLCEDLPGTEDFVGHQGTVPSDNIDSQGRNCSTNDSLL
# ELG1 genotox: inducers of genotoxicity in HEK293T ELG1-luciferase cells | HEK293T ELG1-luciferase reporter, luminescence, 16 h | AID 504466 | 330,000 compounds, 1.3% hits | Potency, µM (doses to about 46 µM), for the others: at the highest dose activity change, positive = activation, most hits filed as activators; also: potency is read from the fitted curve at half-maximal effect; % of control where 0% means no effect; nearly all actives have a fitted effect of over 60% in size
#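 Genotoxicity was scored as increased ELG1-luciferase reporter signal, measured by ONE-Glo luminescence (30 min, room temperature). Compound or vehicle exposure of the HEK293T reporter cells lasted 16 hr at 37°C.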
# ASM inhibitor: inhibitors of human secretory acid sphingomyelinase; AID 504937; 340,000 compounds, 0.006% hits; Potency, µM (highest dose often 57.5 µM), without a hit: top-dose activity change, negative = inhibition, actives largely listed as inhibitors; P17405; placental ASM, HMU-PC fluorogenic substrate, 60 min; also: potency is read from the fitted curve at half-maximal effect
# Target sequence (P17405 47-631 limits assumed): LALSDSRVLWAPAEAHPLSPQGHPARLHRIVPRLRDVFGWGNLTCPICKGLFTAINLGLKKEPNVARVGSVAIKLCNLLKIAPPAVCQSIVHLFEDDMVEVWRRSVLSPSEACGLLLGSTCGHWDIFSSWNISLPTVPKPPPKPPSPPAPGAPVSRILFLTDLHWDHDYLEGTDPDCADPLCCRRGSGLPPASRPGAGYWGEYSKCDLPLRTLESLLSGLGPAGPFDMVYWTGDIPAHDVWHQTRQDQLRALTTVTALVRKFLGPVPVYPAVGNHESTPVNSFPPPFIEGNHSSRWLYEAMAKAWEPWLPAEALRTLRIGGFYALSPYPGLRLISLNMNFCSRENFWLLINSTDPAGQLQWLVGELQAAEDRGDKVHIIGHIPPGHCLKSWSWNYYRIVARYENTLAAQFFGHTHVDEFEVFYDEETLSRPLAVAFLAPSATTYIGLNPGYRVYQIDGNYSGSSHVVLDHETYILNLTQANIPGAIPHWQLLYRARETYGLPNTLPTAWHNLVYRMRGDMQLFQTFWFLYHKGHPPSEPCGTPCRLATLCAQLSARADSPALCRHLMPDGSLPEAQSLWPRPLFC
#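 qHTS format. ASM enzyme prepared from human placenta hydrolyses the fluorogenic substrate HMU-PC0 (9 uM final) over 60 min at 37 °C after a 10 min compound preincubation.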
# BRCA1 expr up: activators of BRCA1 expression. MCF7-BRCA1-FFLuc reporter, luminescence, 48 h; response scale: scaled: vehicle 0%, 10 µM genistein 100%. Potency, µM (doses to about 46.1 µM), without a hit: at the top dose activation, actives largely listed as activators. 380,000 compounds, 1.1% hits. AID 624202; also: potency is read from the fitted curve at half-maximal effect; nearly all actives have a fitted effect of over 80% in size; some results filed as inactive show a strong effect at the top dose
#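 Luminescence from a BRCA1-driven firefly luciferase in MCF7 cells was read after 48 h compound exposure at 37 C. Data normalized against DMSO and a 10microM genistein activation control, then curve-fitted across the titration.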
# p53 reactivator: mutant p53 re-activation in reporter cells. H1299 p53-A138V BP100-luciferase reporter, luminescence, 24 h. Potency, µM (series often up to 92.2 µM), for the others: at the top dose activity change, positive = activation, most hits filed as activators. 320,000 compounds, 0.063% hits; also: potency is read from the fitted curve at half-maximal effect; % of control where 0% means no effect; nearly all actives have a fitted effect of over 45% in size
#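 p53-null H1299 cells stably carrying temperature-sensitive p53-A138V and a BP100-luciferase reporter were pinned with compounds (4-point, 1:5 series) and held 24 hrs at 37 deg C. Luminescence was read 10 min after detection reagent.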
# Eya2 phos inh: blocks the phosphatase activity of human Eya2; Potency, µM (top dose mostly 76.9 µM), for inactives: top-dose activity, negative = inhibition, actives largely listed as inhibitors; recombinant Eya2, OMFP fluorescence dephosphorylation (OMFP is methylfluorescein phosphate); 330,000 compounds, 0.006% hits; O00167; AID 488837; also: potency is read from the fitted curve at half-maximal effect; % is scaled to controls: 0 for no effect and ±100 for the full control effect
#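 Eya2 protein (added as 0.2 uM solution) was preincubated with compound for 10 min at ambient temperature in 50 mM HEPES pH 7.5, 50 mM NaCl, 5 uM MgCl2, 0.05% BSA, 1 mM DTT. OMFP (added at 50 uM) then reacted 10 min; fluorescence read at 485/525 nm.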
# PTAP TSG101 blk: blocks PTAP/TSG101 interaction to inhibit HIV-1 budding. Q99816. Fluorescence polarization, FITC-PTAP peptide / Tsg101 binding. Potency, µM (highest dose often 115 µM), for the others: top-dose activity change, negative = inhibition, hits mostly inhibitors. 340,000 tested, under 10 active. AID 493005; active = well fitted inhibition curve with a large enough effect in the main read-out, with a control signal flat, not every such curve was filed as active; inconclusive = small, poorly fitted or top-dose-only effect, or effect the other way, or a change in a side signal; inactive = no such curve, though single readings can be large or run the other way; also: potency is read from the fitted curve at half-maximal effect; % of control where 0% means no effect
#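 FP read-out: FITC-PTAP peptide, 50 nM final, binding Tsg101 binding domain, 10 uM final; 20 min, r.t.; 10 mM HEPES pH 7.5, 0.15 M NaCl, 0.01% Tween 20, 3 mM EDTA, 0.1 mM TCEP.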
# Integrin act MD: integrin-mediated muscular dystrophy alleviation activation | AID 624291 | Potency, µM (doses to about 38.3 µM), inactives show top-dose activation, usual class: activators | alpha7betagal myoblasts, beta-gal FDG fluorescence, 48 h | 350,000 compounds, 0.064% hits;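 also: potency is read from the fitted curve at half-maximal effect; 100% = response of the positive control SU9516; nearly all actives have a fitted effect of over 60% in size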
#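 Alpha7betagal+/- myoblasts (passage 13) were plated 16-24 hr, then exposed to compounds (1:260 dilution of DMSO stock) for 48 hours at 37C. After MPER lysis, β-galactosidase reporter activity was read as FDG fluorescence (ex 480/em 540) after 30 minutes.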
# USP2a block: blocks human ubiquitin-specific protease USP2a. O75604. USP2 core, Ub-CHOP2 coupled fluorogenic reporter, 485/531. Potency, µM (titrated, usually from 38.3 µM), for the others: at the top dose activity change, negative = inhibition, usual class: inhibitors. 330,000 compounds, 0.01% hits. AID 463254;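 also: potency is read from the fitted curve at half-maximal effect; plate controls were DMSO wells for no effect and full inhibition by NEM control for full effect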
#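 USP2 core (10nM final) preincubated 30min RT with compound in 20mM Tris-HCl pH 8.0, 2mM CaCl2, 2mM beta-mercaptoethanol, 0.05% CHAPS; 25nM Ub-CHOP2 plus 25nM reporter substrate added, fluorescence (Ex485/Em531) read after 60min.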
# TRPV1 ag: activates the human vanilloid receptor TRPV1. TRPV1-expressing cells, Fluo-8 calcium influx, agonist mode. 320,000 compounds, 0.19% hits. activation, % at 8.33 µM. AID 540275. Q8NER1; in the data active = activation above about 80%; inconclusive = between about 30% and that limit; also: 0% is about no effect
#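 Cells expressing TRPV1 were dye-loaded with Fluo-8 and read kinetically: 10 s baseline, 3 min after compound (agonist portion), then 2 min after EC20 capsaicin (allosteric enhancer portion). Calcium-bound dye fluorescence at 480/520 nm.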
# uPA generation: inhibitors of cell surface uPA generation | Potency, µM (series often up to 38.3 µM), for inactives: at the highest dose activity change, negative = inhibition, actives largely listed as inhibitors | cell surface uPA generation assay, qHTS | 330,000 compounds, 0.31% hits | AID 540303; active = well fitted inhibition curve with a large enough effect; inconclusive = small, poorly fitted or top-dose-only effect; inactive = no such curve, though single readings can be large or run the other way; tested in mouse RAW 264.7 cells; also: potency is read from the fitted curve at half-maximal effect; % is scaled to controls: 0 for no effect and ±100 for the full control effect; nearly all actives have a fitted effect of over 55% in size
# An asterisk follows results filed as active; ? = inconclusive; . = no result given; [ ] = remark or other dose. Unless noted, calls follow the shape of the dose curve; as a rule, active = well fitted curve in the direction sought with a large enough effect; inconclusive = small, poorly fitted or top-dose-only effect, or another doubt; inactive = no such curve, though single readings can be large; an effect the other way counts as inactive or inconclusive.
SMILES,B2AR arrestin,ELG1 genotox,ASM inhibitor,BRCA1 expr up,p53 reactivator,Eya2 phos inh,PTAP TSG101 blk,Integrin act MD,USP2a block,TRPV1 ag,uPA generation
CCOc1ccc(C2N(c3cc(Cl)ccc3OC)C(=O)C3CCCN32)cc1OC (configuration not stated),0.1%,2.3%,-0.2%,5.1%,-4.7%,10.3%,1.9%,-3.0%,0.2%,.,4.3%
O=S(=O)(/N=C(\Sc1ccccc1)c1ccccc1)c1ccc(Cl)cc1,0.3%,-0.8%,2.5%,-8.9%,-2.9%,-13.7%,-5.6%,2.5%,2.5%,-2.1,.
CNC(=O)C(=O)NCCCN1CCOCC1,0.0%,-6.3%,0.0%,8.0%,16.4%,-1.3%,-1.6%,0.6%,2.2%,0.1,-7.1%
COc1ccc2c(c1)C(C)CC(C)(C)N2C(=O)CSc1nc2ccccc2s1 (configuration not stated),-0.7%,-7.6%,-11.5%,-69.9%,1.3%,-1.6%,-9.2%,-23.3%,-0.1%,3.5,1.8%
O=C(Nc1ccc2c(c1)OCO2)C(c1ccc(Cl)cc1)N1CCN(C(=O)c2ccco2)CC1 (configuration not stated),-0.3%,-3.4%,-2.2%,-41.6%,-4.4%,-36.7%,-5.3%,21.9%,-0.4%,4.4,-2.8%
CCNC(=O)CC1C(=O)N(c2ccc(F)cc2)C(=O)N1Cc1cccs1 (configuration not stated),0.0%,0.1%,-1.3%,-11.4%,-0.2%,-5.9%,2.7%,0.0%,3.3%,-1.9,-2.0%
CC1CCCN(C(=O)c2ccc(NS(=O)(=O)c3ccc4[nH]c(=O)[nH]c4c3)cc2)C1 (configuration not stated),-0.3%,2.5%,-1.3%,8.5%,-3.5%,4.4%,-1.4%,-12.8%,-3.9%,-0.4,-0.4%
CCn1c(=O)c(=O)n(CC)c2cc(S(=O)(=O)Nc3cccc(OC)c3)ccc21,-0.9%,0.2%,5.3%,3.6%,0.1%,-11.7%,-2.1%,21.7%,1.3%,-0.7,.
Cc1cc(C)cc(-n2nnnc2SCC(=O)Nc2cccc(NC(=O)c3ccco3)c2)c1,-0.5%,-6.7%,-10.2%,-22.5%,-16.2%,-13.0%,-2.4%,-5.9%,-6.7%,-2.8,-4.0%
N#Cc1c(Cl)nc(SCc2ccccc2)nc1-c1ccccc1,0.2%,0.4%,.,.,3.0%,11.4%,.,.,2.9%,-4.4,.
CCN(CC)CCCN=Cc1c(O)n(-c2c(C)cccc2C)c(=O)c2ccccc12,-0.3%,4.7%,8.7%,0.2%,-5.7%,-3.2%,-0.1%,-43.1%,0.2%,-0.5,?
NC(=S)N/N=C/c1ccc(OC(=O)c2cccnc2)cc1,0.1%,-1.9%[9.26 µM],6.5%,-12.8%,10.0%,-3.5%,-4.1%,15.0%,-1.2%,1.0,-5.6%
O=c1[nH]c2ccc(F)cc2[nH]c1=O,0.3%,0.2%,8.0%,-0.5%,-4.9%,?,0.4%,23.9%,2.0%,-0.4,2.3%
CCOC(=O)C1(Cc2cccc(Cl)c2)CCCN(C(=O)c2occc2C)C1 (configuration not stated),-0.2%,-6.4%,1.6%,12.7%,15.3%,-4.1%,-9.8%,-21.4%,1.4%,16.4,-3.8%
CC(C)(C)OC(=O)NCCOC(=O)c1[nH]cnc1C(=O)NCc1ccccc1,0.2%,-0.1%,2.3%,-6.5%,2.1%,0.7%,-0.8%,-20.2%,0.7%,10.3,4.7%
O=c1nc(SCc2ccc(Cl)cc2)nc(-c2ccccc2)[nH]1,-0.1%,0.3%,-2.0%,-4.1%,-4.4%,12.4%,0.7%,31.4%,0.1%,-0.8,-3.5%
CCn1c(SCC(=O)Nc2ccccc2)nnc1-c1ccc(S(=O)(=O)N2CCOCC2)cc1,-0.1%,-5.8%,-0.5%,-23.7%,11.0%,18.2%,2.1%,-4.9%,0.1%,2.0,3.4%
COc1ccc(NC(=O)c2ccc3c(c2)NC(=O)CS3)cc1,0.0%,8.4%,-0.9%,86.9%,?,0.0%,-1.6%,-3.6%,1.5%,?,13.1%
CCN(CC)C(=O)Oc1ccc(Br)c2ccccc12,-0.6%,-1.8%,-3.0%,-33.2%,-14.6%,-8.9%,-4.2%,4.8%,2.6%,0.2,-0.8%
CCOC(=O)c1c(C)oc2c1c(C=NCCC(=O)O)c(O)c1ccccc12,0.0%,-3.7%,3.3%,8.5%,5.5%,5.8%,-5.0%,-3.0%,-4.1%,-9.1,-0.5%

# Compound profiles (already shown):
# Profile of `NC(=S)N/N=C/c1ccc(OC(=O)c2cccnc2)cc1` → B2AR arrestin: 0.1%; ELG1 genotox: -1.9%[9.26 µM]; ASM inhibitor: 6.5%; BRCA1 expr up: -12.8%; p53 reactivator: 10.0%; Eya2 phos inh: -3.5%; PTAP TSG101 blk: -4.1%; Integrin act MD: 15.0%; USP2a block: -1.2%; TRPV1 ag: 1.0; uPA generation: -5.6%
# Profile of `O=c1[nH]c2ccc(F)cc2[nH]c1=O` → B2AR arrestin: 0.3%; ELG1 genotox: 0.2%; ASM inhibitor: 8.0%; BRCA1 expr up: -0.5%; p53 reactivator: -4.9%; Eya2 phos inh: ?; PTAP TSG101 blk: 0.4%; Integrin act MD: 23.9%; USP2a block: 2.0%; TRPV1 ag: -0.4; uPA generation: 2.3%

# (next part)
SMILES,B2AR arrestin,ELG1 genotox,ASM inhibitor,BRCA1 expr up,p53 reactivator,Eya2 phos inh,PTAP TSG101 blk,Integrin act MD,USP2a block,TRPV1 ag,uPA generation
Cc1cc(/C=N/NC(=O)c2ccncc2)c(C)n1-c1cccc(C(F)(F)F)c1,-0.7%,4.3%,1.1%,0.5%,-0.9%,-6.8%,2.3%,-0.1%,0.9%,?,-1.9%
CC1CC(C)CN(c2ccc(C(=O)OCC(=O)NC3CCCc4ccccc43)cc2[N+](=O)[O-])C1 (configuration not stated),-0.2%,-3.2%,-14.9%,-21.5%,21.8%,-27.6%,-5.4%,-8.2%,-1.0%,-2.4,-7.8%
CCn1c(SCC(=O)Nc2ccccc2C(=O)OC)nc2c1c(=O)n(C)c(=O)n2C,-1.0%,-0.6%,.,.,-2.2%,-0.3%,.,.,-0.2%,-3.6,.
COc1ccc(C2C3=C(Nc4ncnn42)c2ccccc2CCC3)cc1 (configuration not stated),-0.7%,13.3%,-3.6%,-3.0%,-0.6%,-2.4%,-0.1%,10.2%,-0.6%,-1.2,4.2%
O=c1[nH]c(-c2ccccc2)c(-c2ccccc2)nc1[N+](=O)[O-],-0.2%,-3.1%,-3.9%,-4.7%,-3.3%,5.4%,-0.9%,-22.4%,-0.2%,-2.8,12.4%
Cn1c(=O)c2c(nc(SCC(=O)N3CCc4ccccc4C3)n2C)n(C)c1=O,-0.2%,-5.4%,-1.3%,11.3%,1.3%,6.4%,-4.0%,-24.5%,1.0%,-1.6,7.3%
COc1cc(C2CC(=O)c3cnc(N4CCN(Cc5ccccc5)CC4)nc3C2)cc(OC)c1OC (configuration not stated),-0.4%,-7.1%,1.7%,-89.2%,-9.2%,-28.0%,-7.1%,-6.2%,-1.4%,-0.8,-8.2%
Oc1ccc[n+](CC(O)c2ccccc2)c1 (configuration not stated),-0.1%,2.3%,-2.0%,0.0%,7.4%,-13.2%,5.0%,5.3%,-0.2%,1.2,-16.7%
N#CC1=C2SCC(O)(c3ccccc3)N2C(=O)CC1c1ccccc1 (configuration not stated),0.1%,5.3%,-6.9%,-77.8%,2.5%,8.6%,-0.2%,13.7%,0.8%,-0.7,-9.8%
Cc1ccc(N(CC(=O)NCc2ccccc2Cl)S(=O)(=O)c2cccs2)cc1,0.1%,-2.3%,-2.0%,-38.1%,-2.3%,-5.6%,-5.2%,2.3%,0.6%,3.0,-2.7%
CCNC(=S)N/N=C/c1c(C)nn(-c2cccc(Cl)c2)c1Cl,-0.5%,4.5%,-2.2%,-14.8%,-0.2%,-1.0%,-4.4%,1.7%,0.8%,-6.2,-5.1%
CCOc1ccccc1Oc1cn[nH]c1-c1ccc(OCC(=O)NN)cc1O,-0.5%,-0.9%,3.7%,-30.3%,-0.9%,-15.3%,-2.6%,-6.9%,-8.3%,0.2,-3.5%
COCC(=O)Nc1nc2n(n1)C(c1ccc(Cl)cc1)CC(c1ccc(OC)cc1)N2 (configuration not stated),0.3%,-2.1%,158.4%[activator],-10.7%,-3.9%,8.3%,-7.7%,-23.6%,2.1%,.,-2.1%
Cc1sc2nc(SCC(=O)NCc3ccco3)[nH]c(=O)c2c1C,-1.0%,-0.9%,3.3%,-26.5%,2.3%,12.6%,-0.9%,-0.6%,0.4%,9.7,6.4%

# High-throughput results: PubChem, National Center for Advancing Translational Sciences (NCATS)
